esBAF inh = blocks esBAF chromatin remodeling in mouse ES cells; Bmi1-luciferase knock-in reporter, 24 h; 100% = twice the neutral-well signal; reporter increase, % at 12.5 µM; actives 2% (n = 350,000); in the data active = activation above about 40%; inconclusive = no clear call, values can overlap the other calls;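 note: 0% = median of the plate's neutral control wells and 100% = double that signal; a rise in the Bmi1 reporter signal indicates esBAF inhibition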
E-selectin induc = E-selectin induction on HUVECs; P16581; HUVEC E-selectin immunofluorescence imaging; normalized: neutral wells 0, TNF-alpha wells 100; activation, % at 7.58 µM; actives 0.37% (n = 260,000); AID 686992;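 active = mean E-selectin-positive cell signal at least 10% of the positive control, reached in at least 60% of replicates, without over 20% cell loss; inconclusive = no rule given, readout overlaps actives, possibly toxicity-flagged; inactive = the rest, including those meeting only one limit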;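 note: in these data hits start at about 27%; measured in HUVEC primary endothelial cells; signal is the percent of cells scored E-selectin positive by PE staining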
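Assay system: HUVEC, human umbilical vein endothelial cells / Amount: 3,000 HUVEC/well / Controls: TNF-alpha positive control, DMSO neutral control / Compound dosing: single concentration / Medium: EGM-2 over gelatin coat / Evaluation: percent E-selectin-positive cells / Signal: immunofluorescence imaging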
RAD52 inh = inhibitors of human RAD52 DNA annealing; P43351; recombinant RAD52 DNA annealing, FRET fluorescence; inhibition, % at 18.7 µM; actives 0.46% (n = 360,000);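 active = every replicate showing at least 50% inhibition; inconclusive = mean inhibition at least 50% but not in every replicate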
RAD54 inh = RAD54 (human) branch migration inhibition; inhibition, % at 10.4 µM; actives 0.14% (n = 360,000); Q92698; RAD54 Holliday junction branch migration, FAM/BHQ fluorescence;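 active = mean normalized replicate activity at least 40 and at least half of replicates scoring 40 or more; inconclusive = only one of the two criteria met; inactive = mean below 40 and under half of replicates reaching 40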;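 note: 0% = median of neutral control wells and 100% = median of positive control wells; inhibitors cause a drop in the FAM fluorescence signal; in these data hits start at about 50%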
Target sequence (Q92698 whole entry, looked up): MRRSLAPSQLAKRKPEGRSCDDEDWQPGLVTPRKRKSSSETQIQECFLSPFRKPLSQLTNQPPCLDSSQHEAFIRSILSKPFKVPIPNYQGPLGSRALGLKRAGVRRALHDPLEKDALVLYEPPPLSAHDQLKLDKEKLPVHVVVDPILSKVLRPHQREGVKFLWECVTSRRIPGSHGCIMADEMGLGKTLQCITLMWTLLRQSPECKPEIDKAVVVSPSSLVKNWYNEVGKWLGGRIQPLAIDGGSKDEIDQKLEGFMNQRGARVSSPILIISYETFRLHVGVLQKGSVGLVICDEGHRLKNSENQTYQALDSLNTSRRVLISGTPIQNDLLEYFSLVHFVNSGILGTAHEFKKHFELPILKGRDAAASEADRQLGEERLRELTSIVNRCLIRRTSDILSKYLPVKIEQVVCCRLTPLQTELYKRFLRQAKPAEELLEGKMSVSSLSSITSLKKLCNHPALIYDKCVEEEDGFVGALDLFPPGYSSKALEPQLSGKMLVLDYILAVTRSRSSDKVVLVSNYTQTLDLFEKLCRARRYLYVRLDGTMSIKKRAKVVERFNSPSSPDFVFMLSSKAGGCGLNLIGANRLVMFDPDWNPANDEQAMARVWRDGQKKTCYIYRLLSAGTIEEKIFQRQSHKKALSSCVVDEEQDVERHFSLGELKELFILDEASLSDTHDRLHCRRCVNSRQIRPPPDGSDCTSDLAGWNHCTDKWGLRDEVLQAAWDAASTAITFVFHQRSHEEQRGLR
S100A4 inh HTS = inhibitors of human S100A4 binding to myosin IIA peptide | actives 0.14% (n = 360,000) | inhibition, % at 10.7 µM | S100A4/TAMRA-MyoIIA peptide fluorescence polarization | P26447;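 active = mean inhibition of at least 70% across replicates, with every replicate also reaching that level; inconclusive = mean inhibition reaches 70% but some replicates fall short; inactive = mean inhibition below 70%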
Target sequence (P26447 whole entry, looked up): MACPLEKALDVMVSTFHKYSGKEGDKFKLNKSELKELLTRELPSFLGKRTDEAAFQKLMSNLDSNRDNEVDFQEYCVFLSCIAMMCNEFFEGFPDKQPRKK
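Assay system: human S100A4 monomer with TAMRA-labelled myosin IIA peptide / Buffer or medium: Calcium-containing HEPES buffer, pH 7.2 / Reagent: TAMRA-labelled myosin IIA heavy-chain peptide probe, 5 nM / Compound: one dose per compound / Timing: polarization read 5 min after assay mix addition, stable 5–60 min / Benchmarks: neutral control DMSO, positive control TFP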
EWS-Fli inh = blocks EWS/Fli oncoprotein-driven transcription | A673 NR0B1-luciferase reporter, viability-normalised | inhibition, % at 12.6 µM | actives 0.67% (n = 350,000) | AID 651661;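 active = mean inhibition of at least 50% after viability correction, with every replicate also passing that limit; inconclusive = mean reaches 50% but only one of two replicates passes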;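 note: firefly luciferase signal divided by Alamar Blue viability fluorescence both relative to DMSO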
Xi reactivation = reactivates the inactive X chromosome in mouse fibroblasts. actives 0.055% (n = 360,000). AID 743238. XiGFP mouse fibroblasts, % GFP-positive cells imaging, 3 d; cells co-treated with 5-aza-dC sensitizer; scaled so ellipticine positive control = 100%. activation, % at 7.58 µM;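 active = mean normalized replicate activation at least 10% and every replicate at or above 10%; inconclusive = only one of the two criteria met; inactive = mean below 10% and not all replicates reach 10%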;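 note: 0% = median of on-plate neutral control wells and 100% = ellipticine 6 µM median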
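material = 68-5-11 XiGFP fibroblast line | medium = DMEM plus 5-aza-dC sensitizer | schedule = 3 days compound exposure | benchmarks = positive control ellipticine, 6 µM final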
FN deposition inh = fibronectin deposition inhibition. AH1F fibroblasts, Alexa488-fibronectin deposition fluorescence, overnight. inhibition, % at 12.6 µM. actives 0.086% (n = 350,000). AID 743247;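 active = mean inhibition across replicates of 30% or more, regardless of how many single replicates reach that level; inconclusive = mean under 30% yet at least half of replicates reach 30%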;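 note: positive control wells lacked labelled fibronectin entirely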
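Test system: AH1F fibroblast monolayer depositing Alexa488-labelled fibronectin into matrix. Input: 10000 cells per well. Technique: fluorescence, ex 485 nm, em 525 nm. Buffer or medium: DMEM plus 2% serum, read in PBS. Timing: 1 h cell adhesion before compound, then overnight fibronectin incubation. Compound: single dose, pinned. Read-out basis: inhibition from reduced deposited-fibronectin fluorescence.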
Starred values were filed as active, the others as inactive; ? = inconclusive; · = no result given; & = joins results of further samples.

SMILES | esBAF inh | E-selectin induc | RAD52 inh | RAD54 inh | S100A4 inh HTS | EWS-Fli inh | Xi reactivation | FN deposition inh
COc1ccc(S(=O)(=O)N(C)C[C@H]2OCCCC[C@@H](C)Oc3ccc(NC(=O)Nc4ccc(F)cc4)cc3C(=O)N([C@@H](C)CO)C[C@H]2C)cc1 | 0 | 0.2 | 24 | 4 | -6 | -1 | 0.2 | -6
O=C(NCc1ccc(F)cc1)N1[C@H]2CC[C@@H]1C=C(c1ccc(F)cc1OCc1ccccc1)C2 | -10 | 0.0 | -13 | 1 | -1 | 54* | 0.0 | 2
O=S(=O)(c1ccccc1)N1CCN(C(=S)NCCc2ccccc2)CC1 | · | -0.8 | -2 | 4 | -2 | · | 0.0 | 11
COc1ccc(-c2cc3c(=O)n(CC(=O)NCCCN4CCC(N5CCCCC5)CC4)nc(C)n3n2)cc1 | -3 | · | 4 | 14 | -21 | -25 | 0.0 | -5
CC(C)(C)c1cc(-c2nc(N)nc(N)n2)cc(C(C)(C)C)c1 | · | · | 0 | · | -3 | 7 | -0.2 | 2
COc1ccc(NC(=O)Nc2ccc3c(c2)CC(=O)N([C@H](C)CO)C[C@@H](C)[C@H](CN(C)S(=O)(=O)c2cccs2)O3)cc1 | 3 | 0.5 | -8 | -4 | 8 | -1 | 0.2 | -7
Cc1oc(-c2ccccc2F)nc1CS(=O)(=O)CC(=O)NCCCN1CCc2ccccc2C1 | -8 | 0.3 | -27 | -3 | -1 | 15 | 0.1 | -6
CN(C)CCCN(C(=O)c1ccc(S(=O)(=O)N2CCCCCC2)cc1)c1nc2c(F)cc(F)cc2s1 | 1 | · | 42 | 3 | -2 | 4 | 0.3 | 1
COCC(=O)N(C)C[C@@H]1Oc2cc(C#CCC(C)C)ccc2S(=O)(=O)N([C@@H](C)CO)C[C@@H]1C | 1 | 0.5 | 18 | 2 | ? | 10 | -0.3 | -21
CC(=O)Nc1ccc(Cl)c(-c2nc3ncccc3o2)c1 | -2 | 0.1 | -12 | 8 | -13 | -16 | 0.2 | -3

Record cards, as listed above. Order of screens: esBAF inh	E-selectin induc	RAD52 inh	RAD54 inh	S100A4 inh HTS	EWS-Fli inh	Xi reactivation	FN deposition inh
Cc1oc(-c2ccccc2F)nc1CS(=O)(=O)CC(=O)NCCCN1CCc2ccccc2C1 reads -8	0.3	-27	-3	-1	15	0.1	-6
COCC(=O)N(C)C[C@@H]1Oc2cc(C#CCC(C)C)ccc2S(=O)(=O)N([C@@H](C)CO)C[C@@H]1C reads 1	0.5	18	2	?	10	-0.3	-21

Following part:
SMILES | esBAF inh | E-selectin induc | RAD52 inh | RAD54 inh | S100A4 inh HTS | EWS-Fli inh | Xi reactivation | FN deposition inh
COc1ccc(/C=C/C(=O)c2ccc(O)cc2)cc1COc1ccc(F)cc1 | 2 | · | -4 | 5 | -2 | 3 | · | ·
NC(=S)Nc1cccc(Cl)c1 | 3 | · | -6 | 0 | 0 | 19 | 0.0 | 1
CCCNC(=O)c1ccc(N2CCC3(CC2)CC(c2cccc(Br)c2)=NO3)c(NC(=O)c2cccc(C)c2)c1 | 3 | 1.3 | -17 | -3 | 0 | 14 | 0.3 | 6
O=C(Nc1ccc2c(c1)OCO2)c1cc(Cl)ccn1 | 44* | 12 | 7 | 0 | -10 | -40 | 0.3 | -2
Clc1cccc(-c2nc(-c3ccc(-c4nn[nH]n4)cc3)no2)c1 | 22 | -0.1 | -9 | -15 | 3 | -12 | -0.2 | -1
O=C1c2cccc3cccc(c23)C(=O)N1Nc1ccccc1 | 8 | 1.9 | 0 | 6 | 6 | -7 | 0.1 | 1
Cc1cccc(N(Cc2cc3ccc(C)cc3[nH]c2=O)S(=O)(=O)c2ccccc2)c1 | 2 | 0.9 | -31 | 3 | -9 | · | 0.0 | 2
CCOCCN1CCN(c2c(C)c(C)nc3cc(-c4cc(OC)cc(OC)c4)nn23)CC1 | 2 | · | -5&-10 | 17 | 1&3 | -3 | · | ·
Cc1noc(C)c1S(=O)(=O)Nc1ccc2c(c1)C(=O)N([C@H](C)CO)C[C@@H](C)[C@H](CN(C)C(=O)Cc1ccccc1)OCCCC[C@@H](C)O2 | 16 | -0.6 | -17 | 2 | -10 | -1 | -0.4 | ·
O=C(C[C@@H]1C=C[C@@H](NC(=O)Nc2cc(F)ccc2F)[C@@H](CO)O1)Nc1ccccc1 | 6 | 11 | 1 | -1 | 16 | -1 | 0.0 | ·
O=C(NCCc1c[nH]c2ccccc12)OCCSS(=O)(=O)O | -3 | 4.6 | -7 | 3 | -10 | 3 | 0.1 | -5
COc1ccc(/C=C2/N=C3CCCCCN3C2=O)cc1 | · | · | -21 | · | -1 | -50 | 0.3 | 6
O=C1Nc2cc(C(=O)NCC3CCCO3)ccc2S/C1=C/c1ccccc1F (configuration not stated) | -5 | · | 2 | -1 | -1 | 9 | 0.0 | -5
CC1=C(C(=O)OC(C)C)[C@@H](c2ccc(C)o2)NC(=O)N1 | · | · | -19 | · | -1 | -15 | 0.3 | 4
O=C(CC1CC1)N1CC(=O)N2[C@H](C1)[C@@H](c1ccc(-c3cccnc3)cc1)[C@@H]2CO | · | 0.2 | -13 | · | -13 | -2 | 0.3 | ·
COc1ccc(C=C2OC(=O)C(C(C)=O)=C2O)cc1 | · | 0.5 | -47 | · | -11 | 18 | 0.1 | ·
C[C@H](CO)N1C[C@H](C)[C@@H](CN(C)S(C)(=O)=O)Oc2c(NC(=O)C3CC3)cccc2C1=O | -1&1 | 0.4&-0.1 | -8&-10 | -5&4 | -6&-2 | -3&-5 | 0.2&0.0 | -12
COc1ccc(S(=O)(=O)Nc2ccc3c(c2)C(=O)N([C@@H](C)CO)C[C@H](C)[C@H](CN(C)Cc2ccc4c(c2)OCO4)OCCCC[C@@H](C)O3)cc1 | -4 | 0.8 | 5 | -16 | 2 | 6 | 0.3 | -1
Cc1ccc(S(=O)(=O)N2CCN(C(=O)c3cccs3)CC2)c(C)c1 | · | 1.1 | 1 | · | -6 | 3 | 0.0 | -1
CO[C@H]1CN(C)C(=O)c2cc(NS(=O)(=O)c3ccc(Cl)cc3)ccc2OC[C@@H](C)N(C)C[C@H]1C | -4 | 0.1 | 5 | 7 | 2 | -5 | 0.2 | -20

Shown as a hit in esBAF inh, among the entries above:
compound | esBAF inh | RAD52 inh | S100A4 inh HTS
O=C(Nc1ccc2c(c1)OCO2)c1cc(Cl)ccn1 | 44* | 7 | -10

Continued:
SMILES | esBAF inh | E-selectin induc | RAD52 inh | RAD54 inh | S100A4 inh HTS | EWS-Fli inh | Xi reactivation | FN deposition inh
COc1cccc(C(C(=O)NC2CCCCC2)N(C(=O)CNC(=O)c2ccco2)c2cccnc2)c1 (configuration not stated) | -4 | · | -7 | 1 | 1 | 1 | 0.1 | 5
CO[C@@H]1CC[C@H]2CCN(C)C(=O)C[C@@H](c3ccccc3)CN(C)C(=O)c3cc(C#N)ccc3OC[C@H]1O2 | 4 | 0.0 | 0 | -7 | -1 | 4 | 0.0 | -1
C/C(=N\NC(=O)c1ccc2c(c1)OCO2)c1ccc(NS(C)(=O)=O)cc1 | 51* | 0.8 | -48 | -9 | -1 | -11 | 0.2 | 2
O=C(C[C@H]1CC[C@@H](NS(=O)(=O)c2ccc(F)cc2)[C@@H](CO)O1)NCc1ccccc1F | · | 0.3 | -6 | · | -2 | -9 | -0.2 | -8
O=C(NCC[C@H]1CC[C@H](NS(=O)(=O)c2cccc(F)c2)[C@H](CO)O1)C1CCC1 | -3 | -0.8 | 3 | -3 | 5 | 1 | -0.5 | ·
COc1cc(NC(=O)CCCl)cc(-n2cnnn2)c1 | · | · | -16 | · | -1 | -14 | 0.2 | -4
Cc1c(O)ccc(/C(Cc2ccc3ccccc3n2)=N\O)c1O | 45* | -0.5 | · | -7 | · | · | · | -1
CN(Cc1ccccc1)C(=O)c1ccccc1NC(=O)C1=CSCCO1 | -4 | · | 0 | 8 | 1 | 1 | 0.0 | 11
CCC(C)[C@H]1COCCS(=O)(=O)N1Cc1ccccc1 (some centres not stated) | -1 | · | -2 | -7 | ? | -9 | 0.0 | 0
COc1ccc(Cc2nc3ccc(C(=O)N(C)CCc4cnn(C)c4)cc3o2)cc1OC | · | 0.1 | -8 | 7 | -2 | · | -0.1 | -2
CCCN(C)C[C@@H]1Oc2ncc(-c3cccc(C#N)c3)cc2C(=O)N([C@H](C)CO)C[C@H]1C | 1 | -0.3 | -3 | 6 | 2 | -1 | -1.2 | -12
O=C(CSc1nc(Cc2ccccc2)nc2ccccc12)Nc1ccc2c(c1)OCCO2 | -8 | · | -7 | -3 | 0 | -3 | · | ·
NC(=O)c1c(NC(=O)Cc2ccccc2)sc2c1CCN(Cc1ccccc1)C2 | 7 | · | -160 | -19 | 3 | 2 | 0.0 | 4
O=C(CC1Nc2ccccc2NC1=O)Nc1ccc2c(c1)OCO2 (configuration not stated) | 47* | · | -21 | · | 0 | -31 | 0.0 | 34*
Cc1cc(NC(=O)CN2C(=O)NC(C)(c3ccc(Cl)cc3)C2=O)no1 (configuration not stated) | · | 2.7 | -6 | · | -2 | 3 | 0.2 | 10
COCC(=O)Nc1ccc2c(c1)[C@H]1C[C@@H](CC(=O)O)O[C@@H](CO)[C@H]1O2 | · | 0.0 | -19 | · | -6 | · | 0.5 | ·
CO[C@H]1CN(C)C(=O)c2ccc(NC(C)=O)cc2OC[C@@H](C)N(Cc2ccncc2)C[C@H]1C | 4 | 0.7 | · | 5 | · | -2 | 0.0 | 28
CNC(=O)c1ccc(=O)n(Cc2cccc(C(F)(F)F)c2)c1 | -4 | · | -11 | 4 | -1 | 9 | 0.0 | ·
Cc1ccccc1-c1ccc([C@H]2[C@@H](CO)N3CCCCN(S(=O)(=O)Cc4ccccc4)C[C@@H]23)cc1 | 2 | 0.7 | · | -5 | · | 2 | 0.1 | 19
O=C1CN(C(=O)COC(=O)C23CC4CC(CC(O)(C4)C2)C3)c2ccccc2N1 | 3 | 0.3 | · | -9 | · | · | · | 4
CC=Cc1ccc2n(c1=O)C[C@H]1[C@H](CO)[C@@H](C(=O)NCc3ccccn3)[C@@H]2N1C (mixture of isomers) | -4 | -0.2 | -9 | -7 | 3 | -8 | 0.0 | ·
Cc1ccc(S(=O)(=O)N2CCC(C(=O)OCC(=O)N3CCC(C)CC3)CC2)cc1C | -2 | · | -5 | -10 | -1 | 4 | 0.4 | 1
CCc1nnc(NC(=O)Cc2c[nH]c3ccccc23)s1 | · | · | -7 | · | 1 | 17 | 0.3 | 0

Source: PubChem
